Bioassay records: PubChem, several laboratories
CDK5 p35 inh = CDK5/p35 (human) kinase inhibition | inhibition, % at 10 µM | Recombinant CDK5/p35, ADP-Glo luminescence, 60 min | Q00535+Q15078 | 330,000 compounds, 0.01% hits;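 active = highest replicate inhibition of at least 50% and at least 75% of replicates reaching 50%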;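 also: plate controls were DMSO neutral control for no effect and GW8510 at 10 µM for full effect; many of its hits are not listed in these tables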
PKA-R1A act = activators of PKA-R1A complex. PKA-R1A dissociation, Cy5-IP20 fluorescence polarization; scaled: DMSO 0%, 113 µM cGMP 100%. 340,000 compounds, 0.083% hits. P00514+P68181. activation, % at 11.4 µM;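 active = percent activation above the mean of all tested compounds plus 3 SD, cut at about 19% in these data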;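 also: higher means more PKAc released from R1A so a rise in polarization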
Mot1-301 SUMO = blocks SUMOylation pathway, rescuing yeast Mot1-301 growth; AID 2716; S. cerevisiae Mot1-301 growth rescue, ATP luminescence, 38.5C; percent above DMSO median, 100 means doubled; growth rescue, % at 18.8 µM; 320,000 compounds, 1% hits;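 active = every valid replicate shows activation above 250% relative to neutral control wells; inactive = the rest, any valid replicate at or below 250%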;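 also: OY570 slx delta 5 strain wells were the positive control but not used for scaling; some compounds called inactive have numbers as strong as hits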
NSD2 HMT inh = NSD2 (human) methyltransferase inhibition. O96028. 310,000 compounds, 0.54% hits. inhibition, % at 12.5 µM. NSD2 peptide methylation, AlphaScreen, 120 min; in the data active = inhibition above about 50%
dFosB act = enhances mouse delta FosB homodimer DNA binding; purified delta FosB, TAMRA-CDK5 oligo fluorescence polarization; percent of positive-control signal above neutral wells; 340,000 compounds, 0.99% hits; activation, % at 25 µM; P13346;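 active = mean activation above about 17%, with every replicate also reaching it, limit read from the data, passing the limit was not always enough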;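 also: fluorescence polarization rise as delta FosB binds a TAMRA Cdk5 AP-1 oligo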
Pemphigus Ab inh = inhibitors of pemphigus antibody binding to human desmoglein-3; P32926; DSG3-coupled beads, scFv-anti-DSG3-GFP binding, flow cytometry; stronger effect = lower value; binding (percent of control), % at 10 µM; 310,000 compounds, 0.48% hits; AID 588358;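 active = binding more than 3 SD below its plate's average and above zero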; also: some compounds called inactive have numbers as strong as hits
MITF act = activators of MITF-driven TRPM1 promoter activity in SK-MEL-5 cells | SK-MEL-5 TRPM1-promoter luciferase, 24 h; % of positive control, neutral wells = 0 | 300,000 compounds, 0.75% hits | activation, % at 12.5 µM | AID 588334;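 active = mean activation of at least 80% with every replicate also reaching 80%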;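 also: 0% = neutral control wells and 100% = parthenolide positive control wells; values of inactives mirror those of a sister screen read the other way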
SR-BI uptake up = enhances SR-BI lipid uptake from DiI-HDL; AID 504775; activation, % at 12.5 µM; CHO ldlA[mSR-BI] cells, DiI-HDL uptake fluorescence, 3 h; 100 = double the neutral-control signal; 320,000 compounds, 0.096% hits;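 active = mean replicate activation of at least 60% and every replicate at or above 60%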;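 also: 0% = median plate neutral-control signal and 100% = twice that signal; values of inactives mirror those of a sister screen read the other way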
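Material: SR-BI-overexpressing, LDLR-lacking CHO cells | Dosing: Single compound concentration, delivered by pin transfer | Probe or stimulus: Labelled HDL, 10 µg/mL | Signal: Bottom-read cell fluorescence after medium removal, ex 550/em 595 nm | Schedule: 3 h, 37 °C | Evaluation: HDL uptake via cellular fluorescence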
SR-BI DiI inh = blocks mouse SR-BI lipid uptake from DiI-HDL. Q61009. ldlA[mSR-BI] CHO cells, DiI-HDL uptake fluorescence, 3 h. inhibition, % at 12.5 µM. 320,000 compounds, 0.96% hits;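 active = mean replicate inhibition of at least 70% and a set share of replicates each scoring 70 or more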;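 also: 0% = median of neutral control wells and 100% = median of positive control wells; values of inactives mirror those of a sister screen read the other way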
Target sequence (Q61009 whole entry, looked up): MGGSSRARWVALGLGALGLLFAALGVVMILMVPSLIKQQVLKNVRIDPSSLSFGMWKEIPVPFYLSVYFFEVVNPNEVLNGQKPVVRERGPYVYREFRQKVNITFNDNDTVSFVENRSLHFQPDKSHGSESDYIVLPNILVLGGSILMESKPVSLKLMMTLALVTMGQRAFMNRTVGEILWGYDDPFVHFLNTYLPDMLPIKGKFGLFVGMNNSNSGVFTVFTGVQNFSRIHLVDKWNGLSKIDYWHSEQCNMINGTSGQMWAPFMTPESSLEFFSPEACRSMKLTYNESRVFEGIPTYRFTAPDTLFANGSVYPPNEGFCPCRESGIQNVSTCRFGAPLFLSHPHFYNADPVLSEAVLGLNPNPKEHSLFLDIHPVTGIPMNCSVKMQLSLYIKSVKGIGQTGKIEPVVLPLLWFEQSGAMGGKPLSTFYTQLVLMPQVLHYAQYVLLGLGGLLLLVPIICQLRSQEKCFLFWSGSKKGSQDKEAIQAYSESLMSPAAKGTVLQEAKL
PKA-R2B activ = activates the human PKA-R2B holoenzyme complex. P22694+P31323. PKA-R2B holoenzyme dissociation, Cy5-IP20 fluorescence polarization; R2B truncated from residue 108, S112A mutant; 0% DMSO only, 100% 113 µM cGMP. activation, % at 11.4 µM. 340,000 compounds, 0.079% hits. AID 504700;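 active = activation above a cutoff set at the mean over all compounds plus 3 SD, cut at about 18% in these data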;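 also: higher means more holoenzyme dissociation and a rise in polarization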
Target sequence (P31323 whole entry, looked up, other chains not shown, the tested form may be a part): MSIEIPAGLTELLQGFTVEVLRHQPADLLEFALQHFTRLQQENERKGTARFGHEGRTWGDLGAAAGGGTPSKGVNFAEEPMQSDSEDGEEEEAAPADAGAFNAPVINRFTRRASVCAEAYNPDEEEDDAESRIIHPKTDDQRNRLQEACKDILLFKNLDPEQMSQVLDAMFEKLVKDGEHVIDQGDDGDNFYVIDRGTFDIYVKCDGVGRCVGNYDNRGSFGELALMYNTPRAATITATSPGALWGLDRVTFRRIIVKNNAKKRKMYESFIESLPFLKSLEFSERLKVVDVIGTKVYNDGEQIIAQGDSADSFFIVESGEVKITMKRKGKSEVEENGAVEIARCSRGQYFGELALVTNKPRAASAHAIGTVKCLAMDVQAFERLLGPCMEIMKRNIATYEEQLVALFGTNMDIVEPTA
Arrestin-AP2 inh = blocks beta-arrestin peptide binding to AP2 adaptin. FITC-arrestin peptide / GST-AP2 beads, flow cytometry; AP2 beta2 appendage carries R879A mutation. inhibition, % at 10 µM. 340,000 compounds, 0.31% hits. AID 504490;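 active = inhibition above a set limit, near 3 SD of compounds lacking own fluorescence, cut at about 54% in these data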;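 also: plate controls were DMSO wells for no effect and 5 µM unlabelled arrestin peptide for full effect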
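Test system: GST-tagged AP2 beta2-adaptin appendage (R879A) on 4 µm glutathione beads; also added: fluorescein-tagged arrestin peptide at 50 nM final; timing: 12 min plus 1 h, RT; signal: flow cytometry, FL1 (488/535 nm); read-out: percent drop in bead-associated FITC signal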
Starred values were filed as active, the others as inactive.

For COC(=O)c1ccc(CSc2nnc(-c3c[nH]c4ccccc34)n2C)o1 the results were CDK5 p35 inh -1.1, PKA-R1A act -18, Mot1-301 SUMO 162, dFosB act 0, Pemphigus Ab inh 106, MITF act 0, SR-BI uptake up 0, SR-BI DiI inh 0, PKA-R2B activ -21 and Arrestin-AP2 inh -4.
`c1ccc(-c2cc(N3CCCCC3)c3ccccc3n2)cc1` gave CDK5 p35 inh 0.2, PKA-R1A act -3, Mot1-301 SUMO 14, NSD2 HMT inh -17, dFosB act -22, Pemphigus Ab inh 110, MITF act 2, SR-BI uptake up -30, SR-BI DiI inh 30, PKA-R2B activ -3 and Arrestin-AP2 inh 9.
`Cc1ccc(NC(=O)CSc2nc(=O)n(Cc3ccncc3)c3c2CCC3)c(C)c1` gave CDK5 p35 inh -0.5, PKA-R1A act -3, Mot1-301 SUMO -15, NSD2 HMT inh 0, dFosB act -9, Pemphigus Ab inh 103, MITF act 1, SR-BI uptake up 12, SR-BI DiI inh -12, PKA-R2B activ -13 and Arrestin-AP2 inh 13.
Screening CN(CC(=O)Nc1nc2ccccc2s1)S(=O)(=O)c1ccccc1 returned CDK5 p35 inh 0.5, PKA-R1A act 9, Mot1-301 SUMO 19, NSD2 HMT inh -2, dFosB act -6, Pemphigus Ab inh 109, SR-BI uptake up -4, SR-BI DiI inh 4, PKA-R2B activ -11 and Arrestin-AP2 inh -4.
For O=C(COC(=O)c1ccc2c(c1)C(=O)N(c1cccc3ncccc13)C2=O)c1ccc(Cl)cc1 the results were CDK5 p35 inh -2.2, PKA-R1A act -8, Mot1-301 SUMO -8, NSD2 HMT inh -2, dFosB act 65*, Pemphigus Ab inh 89, MITF act -48, SR-BI uptake up -12, SR-BI DiI inh 12 and PKA-R2B activ -15.
For O=c1c2[nH]c3ccccc3c2ncn1Cc1ccco1 the results were CDK5 p35 inh 0.0, PKA-R1A act 0, Mot1-301 SUMO -2, NSD2 HMT inh 3, dFosB act 5, Pemphigus Ab inh 105, MITF act 19, SR-BI uptake up 19, SR-BI DiI inh -19, PKA-R2B activ 3 and Arrestin-AP2 inh 7.
Screening COc1ccccc1OCC(=O)Nc1cccc(-c2nc3ccccc3o2)c1 returned CDK5 p35 inh -15, PKA-R1A act 0, Mot1-301 SUMO 3, NSD2 HMT inh 2, dFosB act -9, Pemphigus Ab inh 105, MITF act 7, SR-BI uptake up 16, SR-BI DiI inh -16, PKA-R2B activ -4 and Arrestin-AP2 inh 2.
CCC1=C/C(=C/N(C)c2ccccc2)C(=O)S1 was read as CDK5 p35 inh 0.8, PKA-R1A act -2, Mot1-301 SUMO 35, NSD2 HMT inh 2, dFosB act -1, Pemphigus Ab inh 106, MITF act 11, SR-BI uptake up -17, SR-BI DiI inh 17, PKA-R2B activ -2 and Arrestin-AP2 inh 29.
`CCOC(=O)c1nn(-c2sc(C(=O)OC)c(C)c2C(=O)OC)cc1O` gave CDK5 p35 inh 0.0, PKA-R1A act 12, Mot1-301 SUMO 4, NSD2 HMT inh 0, dFosB act -23, Pemphigus Ab inh 98, MITF act 5, SR-BI uptake up -25, SR-BI DiI inh 25, PKA-R2B activ -4 and Arrestin-AP2 inh -3.
O=C(Cc1cccs1)N(c1ccc(Cl)cc1)C1C=CS(=O)(=O)C1 (stereo not drawn) was read as CDK5 p35 inh 0.3, PKA-R1A act 3, Mot1-301 SUMO 5, NSD2 HMT inh 1, dFosB act -3, Pemphigus Ab inh 105, MITF act 4, SR-BI uptake up 19, SR-BI DiI inh -19, PKA-R2B activ -10 and Arrestin-AP2 inh -2.

Looked up one by one from the list above, 2 records:
Screening COc1ccccc1OCC(=O)Nc1cccc(-c2nc3ccccc3o2)c1 returned CDK5 p35 inh -15, PKA-R1A act 0, Mot1-301 SUMO 3, NSD2 HMT inh 2, dFosB act -9, Pemphigus Ab inh 105, MITF act 7, SR-BI uptake up 16, SR-BI DiI inh -16, PKA-R2B activ -4 and Arrestin-AP2 inh 2.
Screening CN(CC(=O)Nc1nc2ccccc2s1)S(=O)(=O)c1ccccc1 returned CDK5 p35 inh 0.5, PKA-R1A act 9, Mot1-301 SUMO 19, NSD2 HMT inh -2, dFosB act -6, Pemphigus Ab inh 109, SR-BI uptake up -4, SR-BI DiI inh 4, PKA-R2B activ -11 and Arrestin-AP2 inh -4.

(listing goes on)
O=C(COC(=O)CNS(=O)(=O)c1c(Cl)cccc1Cl)Nc1ccccc1Sc1ccccc1 was read as CDK5 p35 inh 0.0, PKA-R1A act -1, Mot1-301 SUMO 4, NSD2 HMT inh 3, dFosB act -2, Pemphigus Ab inh 105, MITF act 0, SR-BI uptake up 5, SR-BI DiI inh -5, PKA-R2B activ -7 and Arrestin-AP2 inh 0.
COC(=O)Nc1ccc(S(=O)(=O)Nc2ccc(C(=O)O)cc2)cc1 was read as CDK5 p35 inh 0.0, PKA-R1A act 5, Mot1-301 SUMO -8, NSD2 HMT inh 0, dFosB act 7, Pemphigus Ab inh 104, MITF act 11, SR-BI uptake up 34, SR-BI DiI inh -34, PKA-R2B activ 10 and Arrestin-AP2 inh 8.
Cc1ccc(-c2nc3ncccc3o2)cc1NC(=O)c1ccco1 was read as CDK5 p35 inh -0.8, PKA-R1A act -1, Mot1-301 SUMO 4, NSD2 HMT inh -3, dFosB act -5, Pemphigus Ab inh 110, MITF act 22, SR-BI uptake up 6, SR-BI DiI inh -6, PKA-R2B activ -4 and Arrestin-AP2 inh 3.
For Cc1ccc(N2CCN(C(=S)Nc3ccc(Cl)cc3)CC2)cc1 the results were CDK5 p35 inh 1.9, PKA-R1A act 0, Mot1-301 SUMO 76, NSD2 HMT inh -2, dFosB act 8, Pemphigus Ab inh 105, SR-BI uptake up 10, SR-BI DiI inh -10, PKA-R2B activ -2 and Arrestin-AP2 inh -2.
Screening CCOC(=O)C1=C(CN2CCCCC2)NC(=O)NC1c1cc(C)ccc1C (stereo not drawn) returned CDK5 p35 inh 1.9, PKA-R1A act -3, Mot1-301 SUMO -11, NSD2 HMT inh 5, dFosB act -13, Pemphigus Ab inh 98, MITF act 1, SR-BI uptake up 8, SR-BI DiI inh -8, PKA-R2B activ -6 and Arrestin-AP2 inh -5.
Screening CCc1ccccc1NC(=O)CN(C)Cc1c(O)ccc2ccccc12 returned CDK5 p35 inh 0.4, PKA-R1A act -6, Mot1-301 SUMO -23, NSD2 HMT inh 2, dFosB act -10, Pemphigus Ab inh 102, MITF act -6, SR-BI uptake up 0, SR-BI DiI inh 0, PKA-R2B activ -3 and Arrestin-AP2 inh 30.
For O=C(/C=C/c1ccc(Cl)cc1Cl)NCc1ccncc1 the results were CDK5 p35 inh 0.3, PKA-R1A act 2, Mot1-301 SUMO 189, NSD2 HMT inh -1, dFosB act -10, Pemphigus Ab inh 110, MITF act 7, SR-BI uptake up 5, SR-BI DiI inh -5, PKA-R2B activ 5 and Arrestin-AP2 inh 3.
CCOC(=O)c1sc(NC(=O)c2ccc(=O)[nH]c2)nc1C was read as CDK5 p35 inh -10, PKA-R1A act -2, Mot1-301 SUMO -19, NSD2 HMT inh -1, dFosB act 3, Pemphigus Ab inh 119, MITF act -5, SR-BI uptake up 5, SR-BI DiI inh -5, PKA-R2B activ -1 and Arrestin-AP2 inh 0.
CCc1ccc(NS(=O)(=O)c2c(C(=O)N3CCCCCC3)c(C)n(C)c2C)cc1 was read as CDK5 p35 inh 0.0, PKA-R1A act 1, Mot1-301 SUMO 103, NSD2 HMT inh 1, dFosB act -10, Pemphigus Ab inh 96, MITF act -8, SR-BI uptake up 13, SR-BI DiI inh -13, PKA-R2B activ -8 and Arrestin-AP2 inh -15.
Screening CCOC(=O)c1nnn(-c2nonc2-n2cccc2)c1CN1CCOCC1 returned CDK5 p35 inh -7.0, PKA-R1A act -1, Mot1-301 SUMO -9, NSD2 HMT inh 1, dFosB act -3, Pemphigus Ab inh 107, MITF act 0, SR-BI uptake up 7, SR-BI DiI inh -7, PKA-R2B activ 5 and Arrestin-AP2 inh -6.
Screening Cc1ccc(NC(=O)c2cc(=O)c3ccccc3o2)cc1S(=O)(=O)N1CCCCC1 returned CDK5 p35 inh 1.8, PKA-R1A act -2, Mot1-301 SUMO 11, NSD2 HMT inh -1, dFosB act -6, Pemphigus Ab inh 122, MITF act -15, SR-BI uptake up -80, SR-BI DiI inh 80*, PKA-R2B activ -4 and Arrestin-AP2 inh -41.
CC(NC(=O)CSc1ncn[nH]1)c1ccc(Cl)cc1Cl (stereo not drawn) was read as CDK5 p35 inh -8.0, PKA-R1A act -2, NSD2 HMT inh -2, dFosB act 0, Pemphigus Ab inh 124, MITF act -8, PKA-R2B activ -5 and Arrestin-AP2 inh -6.
Screening CN(C)S(=O)(=O)c1cccc(NC(=S)NCCc2ccccn2)c1 returned CDK5 p35 inh 0.8, PKA-R1A act -10, Mot1-301 SUMO -14, NSD2 HMT inh -3, dFosB act -8, Pemphigus Ab inh 99, MITF act -1, SR-BI uptake up 13, SR-BI DiI inh -13, PKA-R2B activ -2 and Arrestin-AP2 inh -3.
Cc1cc(N=Cc2c(O)n(-c3ccc4c(c3)OCO4)c(=O)c3ccccc23)ccn1 was read as CDK5 p35 inh 0.8, PKA-R1A act 2, Mot1-301 SUMO 0, NSD2 HMT inh 1, dFosB act -30, MITF act -73, SR-BI uptake up 13, SR-BI DiI inh -13, PKA-R2B activ 5 and Arrestin-AP2 inh 1.
O=C(Nc1cccc(-c2cnc3ccccc3n2)c1)c1ccncc1 was read as CDK5 p35 inh 1.0, PKA-R1A act -5, Mot1-301 SUMO 3, NSD2 HMT inh 3, dFosB act -14, Pemphigus Ab inh 103, MITF act 6, SR-BI uptake up 2, SR-BI DiI inh -2, PKA-R2B activ -9 and Arrestin-AP2 inh -17.
`CC(C)(C)NC(=O)COC(=O)c1ccc(Cl)cc1O` gave CDK5 p35 inh -0.6, PKA-R1A act -1, Mot1-301 SUMO 9, NSD2 HMT inh 8, dFosB act 8, Pemphigus Ab inh 103, MITF act 8, SR-BI uptake up 2, SR-BI DiI inh -2, PKA-R2B activ -5 and Arrestin-AP2 inh 36.
`CCN1CCCc2cc(CN(CCN3CCOCC3)C(=S)Nc3ccc(OC)c(OC)c3)ccc21` gave CDK5 p35 inh 0.4, PKA-R1A act 2, Mot1-301 SUMO 149, NSD2 HMT inh 2, dFosB act -2, Pemphigus Ab inh 93, MITF act 8, PKA-R2B activ -2 and Arrestin-AP2 inh 6.
